aDG glyco up – activators of alpha-DG glycosylation, primary screen, uHTS, Pro5-aDG cells, AlphaScreen; alpha-DG glycosylation AlphaScreen (IIH6); 0% Pro5, 100% B10-LARGE cell signal; activation, % at 10 µM; 360,000 tested, 0.22% active; AID 624168, 2012;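 active means activation of at least 8% versus controls, or a plate z-score of at least 8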;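 further: Pro5 are CHO cells carrying HIG-tagged alpha-DG that lacks glycosylation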
Peg3 promoter – Peg3 promoter-driven luciferase inhibitors, primary screen, cell-based, HeLa, luciferase luminescence. HeLa PEG-Prom luciferase reporter, overnight. 360,000 tested, 1.7% active. inhibition, % at 20 µM;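 active means inhibition of at least 50% at 20 µM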
hiPSC survival – enhancers of single-cell hiPSC survival, primary screen, ATPlite luminescence; survival enhancement, % at 20 µM; 360,000 tested, 0.044% active; 100% = ROCK inhibitor wells, 0% = DMSO; AID 602274, 2012; in the data active means survival enhancement above about 18%;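 further: cells exposed to compounds for 16 hours before the ATP read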
MITF TRPM1 inh – inhibitors of MITF-dependent TRPM1 promoter reporter, primary screen, cell-based, SK-MEL-5, single point, luciferase; AID 488899, 2010; 330,000 tested, 0.83% active; SK-MEL-5 TRPM1 promoter luciferase, 24 h; inhibition, % at 12.5 µM;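 active means mean inhibition across replicates of 60% or more, whatever share of single replicates reaches that level; inconclusive means some that reach 60%, reason not given; inactive means mean inhibition across replicates below 60%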; further: values of inactives mirror those of a sister screen read the other way
NR2E3 ag-1 – inhibitors of NR2E3-RetCOR corepressor binding, primary screen, NR2E3 agonist project, biochemical, TR-FRET, GST-NR2E3, biotin-RetCOR. Photoreceptor-specific nuclear receptor (Homo sapiens), Q9Y5X4. 1536-well. inhibition of corepressor binding, % at 4.78 µM. 320,000 tested, 0.12% active. AID 2300, 2010;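 active means percent inhibition above the cutoff of mean plus 3 SD of all tested compounds, set per screening campaign, cut at about 20% in these data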;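 further: 0% = DMSO wells and 100% = biotin wells as full block of FRET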
Target sequence (Q9Y5X4 whole entry, looked up): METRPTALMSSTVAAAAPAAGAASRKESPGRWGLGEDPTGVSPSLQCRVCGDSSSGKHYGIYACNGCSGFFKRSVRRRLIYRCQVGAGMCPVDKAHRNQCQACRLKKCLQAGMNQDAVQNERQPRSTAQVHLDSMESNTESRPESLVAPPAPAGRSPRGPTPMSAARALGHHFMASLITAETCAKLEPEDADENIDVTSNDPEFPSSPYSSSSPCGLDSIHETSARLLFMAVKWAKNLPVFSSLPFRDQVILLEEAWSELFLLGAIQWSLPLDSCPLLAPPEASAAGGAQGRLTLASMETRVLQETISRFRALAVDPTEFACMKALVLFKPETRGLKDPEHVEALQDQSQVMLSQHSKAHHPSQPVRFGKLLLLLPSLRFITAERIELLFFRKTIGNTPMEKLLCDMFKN
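System: GST-tagged NR2E3 plus biotinylated RetCOR corepressor; Buffer or medium: pH 7.5 Tris-based buffer; Probe or stimulus: RetCOR corepressor, biotinylated, 7 nM; Doses: compound at 4.8 µM, single dose; Schedule: 5 h incubation at 4 °C; Technique: time-resolved FRET; Evaluation: percent inhibition of TR-FRET ratio; Replication: one well per compound, singlicate testing.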
TWEAK-Fn14 inh – inhibitors of TWEAK-Fn14 signaling, primary screen, luciferase reporter cells, uHTS. TWEAK-stimulated Fn14 reporter cells, luciferase luminescence, 8 h. inhibition, % at 10 µM. 360,000 tested, 2% active. AID 1159606, 2016; in the data active means inhibition above about 50%
HIF-2a block – HIF-2a reporter inhibitors, primary screen, luminescence, 786-0 RCC cells | 786-0 RCC cells HIF-2a reporter, luciferase luminescence, overnight | inhibition, % at 18.8 µM | 360,000 tested, 0.72% active | AID 624352, 2012;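 active means inhibition of the luminescence signal of 40% or more relative to plate controls, in a single-dose primary screen at 18.75 µM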
CF NFkB inh – inhibitors of PAF-induced NF-kB signaling, primary screen, cell-based, GFP fluorescence, uHTS; inhibition, % at 5 µM; KKLEB NF-kB-GFP reporter, GFP fluorescence overnight; 360,000 tested, 0.86% active;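 active means at least 50% inhibition at 5 µM, scaled per plate between neutral and stimulator controls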;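 further: PAF is a Pseudomonas aeruginosa culture filtrate used as stimulus; plate controls were PAF-stimulated DMSO wells for no effect and unstimulated DMSO wells for full effect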
Shn3 inh set2 – reduction of Shn3 3'UTR firefly luciferase signal, primary screen, Schnurri-3 inhibitor project, cell-based, Clone20 osteoblasts, set 2. Clone20 osteoblast Shn3 3'UTR firefly luciferase, 24 h. 360,000 tested, 0.52% active. AID 588674, 2011. inhibition, % at 12.5 µM;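 active means mean inhibition of at least 75% with every replicate also reaching 75%; inconclusive means mean inhibition at least 75% but some replicate below; inactive means mean inhibition below 75%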;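 further: 0% = median of neutral control wells and 100% = pilot-screen positive control compound; some compounds past the cut are filed as inactive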
KKLEB cytotox – cytotoxicity in KKLEB CF airway cells, primary screen, cytotoxicity control for CF NF-kB inhibitor project, cell-based, uHTS, fluorescence assay plates; KKLEB CF airway cells viability, ATPlite luminescence, overnight; hits give low values; cells stimulated with P. aeruginosa culture filtrate; activity change (cytotoxicity), % at 5 µM; 360,000 tested, 0.36% active; AID 602141, 2011;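 active means corrected activity change at or below -50% at 5 µM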
NR2E3 ag-2 – NR2E3 agonists in two-hybrid cells, primary screen, cell-based, luminescence, CHO-S, Gal4-NCOR/VP16-NR2E3; Photoreceptor-specific nuclear receptor (Homo sapiens), Q9Y5X4; luciferase; inhibition of corepressor binding, % at 3.98 µM; 360,000 tested, 0.35% active; AID 602229, 2012;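 active means inhibition above the mean of all tested compounds plus 3 SD, cut at about 70% in these data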;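 further: 0% = DMSO with NR2E3 transfected cells and 100% = cells lacking NR2E3 construct; higher means lower luciferase signal from less NR2E3 corepressor binding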
* marks the source's active call; other numbers are inactive results; ? = inconclusive; · = not tested or not shown.

canonical_smiles	aDG glyco up	Peg3 promoter	hiPSC survival	MITF TRPM1 inh	NR2E3 ag-1	TWEAK-Fn14 inh	HIF-2a block	CF NFkB inh	Shn3 inh set2	KKLEB cytotox	NR2E3 ag-2
COC(CNC(=O)C1CCCCC1C(=O)O)OC (stereo not given)	-0.1	-11	-1.1	15	0	0	7	-1	6	7	-6
Cc1oc(-c2ccccc2)cc1C(=O)Nc1cccc2ccccc12	0.0	-16	-1.9	-7	1	-5	-14	-1	-7	5	-50
O=C(Nc1ccc(N2CCN(C(=O)c3ccccc3)CC2)cc1)c1cccnc1	0.1	-19	-0.2	-3	2	5	3	8	9	2	-1
CCOc1ccc2ccccc2c1/C=N/NC(=O)CNC(=O)c1ccccc1O	0.0	-10	-0.3	8	4	-32	-13	-11	1	-4	-18
O=C(CCCN1C(=O)c2ccccc2C1=O)Nc1cccnc1	0.1	24	2.2	-2	6	-8	0	13	-57	-10	19
CCOC(=O)C1CCN(C(=O)CNS(=O)(=O)c2cccs2)CC1	0.1	-7	-0.5	44	-2	-3	3	0	-8	-1	-8
O=C(COC(=O)c1cnccn1)c1ccc2c(c1)CCCC2	0.0	-17	-2.2	1	0	12	-5	-8	-7	-6	-5
COc1cccc(NC(=O)NCCN2CCCCC2)c1	0.0	13	-0.6	-4	-1	0	8	-23	-18	1	3
O=C(CSc1ncnc2sc3c(c12)CCC3)NCC1CCCO1 (stereo not given)	0.6	4	1.6	14	4	-19	-2	-14	-3	4	-16
Cc1ccc(S(=O)(=O)N2CCN(C(=O)COC(=O)COc3ccc(Cl)cc3C)CC2)c(C)c1	0.0	6	2.9	-5	·	-3	11	18	-32	-1	-36
CC(NC(=O)COC(=O)c1ccc(CO)cc1)C1CC2CCC1C2 (stereo not given)	0.3	6	-0.1	1	3	1	18	4	-3	2	-43
O=C(NC1CCN(C(=S)Nc2ccc(F)cc2)CC1)c1ccco1	-0.1	-18	0.8	-7	1	8	-5	-3	22	7	-7
c1ccc(CN2CCN(c3ncnc4c3[nH]c3ccccc34)CC2)cc1	6.8	56*	0.0	49	2	97*	24	-2	85	-1	70
Nc1nc(-c2ccc(Br)cc2)cc(C(F)(F)F)n1	0.0	-33	2.1	-8	3	5	-16	11	-9	-5	-42
Cc1c[n+]([O-])cc(C)c1Oc1ccccc1	-0.4	3	3.2	3	-3	-14	11	-2	-3	4	-68
Cc1cc(C)cc(N(CCC#N)C(=O)COC(=O)c2ccccc2SCC(=O)N2CCCC2)c1	0.1	5	-0.4	-3	·	-1	12	27	2	20	-36
O=c1c(-c2ccco2)[n+]([O-])c2ccccc2n1OCc1c(F)cccc1F	-0.2	22	0.3	2	1	5	-8	-35	-5	10	17
O=C1CC2(CCCC2)Oc2ccccc21	0.0	3	-0.3	-9	0	1	7	7	2	-14	-18
Cc1ccc(S(=O)(=O)CCC(=O)OCc2ccc(S(=O)(=O)C(C)C)cc2)cc1	0.4	-1	0.5	6	1	11	16	-2	6	8	-11
Fc1ccc(-c2csc3[n+]2CCS3)cc1	-0.2	3	0.5	-3	-4	3	4	8	10	-2	1
Cn1c(=O)[nH]c(=O)c2c1nc1n2CC(COc2ccc3ccccc3c2)O1 (stereo not given)	0.0	15	0.2	0	-3	8	16	-15	17	2	18
CC(C)c1ccc(OC(=O)c2ccc3c(=O)n4c(nc3c2)CCC4)cc1	0.2	-1	-0.1	-6	1	0	-25	-13	13	9	-36
COc1ccc(-c2cc(C3CCN(c4ccc(C(C)=O)cc4[N+](=O)[O-])CC3)[nH]n2)cc1	10*	25	-2.7	19	0	71*	5	8	?	10	73*
CC1C=CC(C)C(C(=O)O)C1C(=O)O (stereo not given)	-0.2	19	-1.2	-2	8	2	12	-6	-5	2	-1
CCn1nnc2c(=O)oc3ccccc3c21	0.0	12	0.3	9	-1	-15	14	16	-17	12	-18
Cc1ccc2nc(-c3ccc(NC(=O)Cc4cccs4)cc3)[nH]c2c1	0.4	10	-1.0	-46	5	-30	-166	17	32	-22	-108
CN(C)N1C(N)=C(C#N)C(c2cccnc2)C2=C1CCCC2=O (stereo not given)	-0.1	4	0.3	3	-1	-2	7	6	-1	-2	17
CC(OC(=O)c1nccnc1N)C(=O)Nc1ccc(S(=O)(=O)N2CCCC2)cc1 (stereo not given)	-0.2	6	0.1	-5	3	-1	4	-11	-16	1	6
N#Cc1ccc(OCC(=O)N2CCN(S(=O)(=O)c3cccc(Cl)c3)CC2)cc1	0.2	7	-0.8	-6	5	5	3	-12	-1	0	25
COc1cc(C(=O)CSc2nnc(-c3ccc(O)cc3)n2CC2CCCO2)ccc1NC(C)=O (stereo not given)	-0.2	13	8.9	10	8	-2	-8	-4	6	1	-13
Cc1nnc(C)n1/N=C/c1ccc(C(=O)O)cc1	0.0	4	3.9	1	-1	1	5	-11	-6	2	-11
O=C(Nc1cccc(-c2cc3ccccc3oc2=O)c1)c1ccc(Br)o1	-0.1	-2	0.3	2	-1	6	10	-12	-20	2	-14
CN(C)CCNC(=O)C(=O)NCC1OCCN1S(=O)(=O)c1ccc(F)cc1 (stereo not given)	0.0	9	1.0	·	·	3	8	-29	10	17	3
O=C(CCN1C(=O)[C@H]2CC=CC[C@H]2C1=O)NCc1nc(-c2ccccc2)no1	0.7	-13	-0.4	18	1	18	-9	-8	-20	-14	6
CCOC(=O)c1sc(NC(=O)CN2CCCC2)c(C(=O)OCC)c1C	0.2	0	0.8	7	-2	-15	-9	14	28	-6	-13
O=C(Cc1ccccc1F)Nc1nc(-c2cccs2)cs1	-0.1	-199	2.7	-44	-1	-27	-183	-13	-13	-6	-72
COc1ccccc1C=NN=C1c2ccccc2-c2ccccc21	-0.8	-8	-1.7	-4	·	-7	-16	-12	15	5	-11
O=C(NCc1ccccc1)Nc1cccn(Cc2ccc(Cl)cc2)c1=O	0.8	6	0.7	13	2	-5	1	11	11	-4	-6
O=C(Nc1nccs1)c1ccc(-c2ccc([N+](=O)[O-])cc2)o1	-0.7	-261	-0.4	-42	-7	18	-237	-38	-58	-5	-136
CSc1cccc(NC(=O)C2C3C=CC4(O3)C2C(=O)N(CCCN2CCOCC2)C4C(=O)NC2CCCCC2)c1 (stereo not given)	-0.1	8	-0.2	-1	2	23	15	-3	-1	12	-22
C/C(=N\NC(=S)Nc1c(C)cccc1C)c1ccc(O)cc1	0.1	6	0.7	-1	-1	-5	9	-1	·	1	1
O=[N+]([O-])c1ccc(Cc2ccccn2)c([N+](=O)[O-])c1	0.1	-1	1.0	-3	-3	-10	4	9	3	6	10
C[C@H]1CN=C(Nc2ccccc2)N1CCC1CCCC1	0.5	-8	-1.4	-1	1	-9	1	13	4	5	-14
CC1CCCN(CCOc2cccc(Oc3ccccc3)c2)C1 (stereo not given)	0.1	-16	0.4	8	0	-2	-11	6	-4	-7	14
O=C(NCc1ccc(F)cc1Cl)C1CC(=O)N(C2CCCCCCC2)C1 (stereo not given)	-0.1	18	-0.3	3	3	30	-3	-5	-27	0	4
COc1ccc(-c2cc(C3CC3)nc(SCC(=O)c3cccs3)c2C#N)cc1	0.6	23	6.1	-3	3	-13	20	-7	29	-21	16
CC1Oc2ccccc2C=C1/C=N/NC(=O)[C@@H](C)NC(=O)OC(C)(C)C (stereo not given in full)	0.0	17	-0.5	8	4	26	13	13	8	2	-1
Cc1ccc2occ(/C=C/C(=O)O)c(=O)c2c1	-0.1	-16	-1.1	7	1	-2	11	8	-8	-6	-8
CCc1nc2ccc(C(=O)NCCOc3ccc(OC)cc3)cn2c1N(C)CCCc1ccccc1	1.0	33	-1.3	·	·	45	11	-8	18	-12	8
COc1ccc(S(=O)(=O)N2CCCCCC2)cc1N(C)S(=O)(=O)c1ccc(Cl)cc1	0.7	12	-1.8	16	1	4	-4	3	60	-6	-10
CCOc1ccc(S(=O)(=O)NCCc2ccccn2)cc1	0.2	-1	1.2	2	·	10	-5	-6	5	11	-6
O=C(CSCc1cccc(CSCC(=O)Nc2ccc3ccccc3c2)n1)Nc1ccc2ccccc2c1	0.2	4	0.7	37	-1	67*	-17	-13	31	18	-15
O=C(N/N=C/C(Cl)=C\c1ccccc1)c1cccs1	0.6	-427	0.1	-58	-2	-47	-350	-19	·	-8	-132
CC(C)(C)NC(=O)COc1ccc(CNc2ccc3[nH]c(=O)[nH]c3c2)cc1	-0.2	-13	0.6	1	-1	22	-23	-26	-5	16	-9
Cc1ncoc1C(=O)NCc1ccccc1Cl	-0.1	0	0.6	2	-3	-7	2	9	1	7	-50
COc1cccc(CC2(CO)CCCN(Cc3ccc4c(c3)OCCO4)C2)c1 (stereo not given)	0.8	1	2.2	-3	-3	25	17	-22	-7	13	24
CN(Cc1ccc(C(C)(C)C)cc1)C(=O)C1CCN(C(=O)Nc2ccccc2)CC1	0.1	11	0.1	7	4	-6	-11	-3	-10	-4	9
Cc1nn(C)c(Cl)c1CN1CCCC(C(=O)Nc2cccc(-n3cccn3)c2)C1 (stereo not given)	0.5	21	1.0	18	1	3	14	26	58	-14	-1
COc1ccccc1NC(=O)CC1S/C(=N/N=C(\C)C2CCCCC2)NC1=O (stereo not given)	-0.1	15	-0.2	9	-1	-25	12	0	9	1	-1
CC(C)c1ccc(NC(=O)Nc2nc(CN)cs2)cc1	0.0	-270	1.4	·	·	-19	-52	5	-48	6	-56
O=C(c1cc([N+](=O)[O-])ccc1N1CCCC1)N1CCCC1	-0.5	9	-0.8	8	-4	19	19	-13	7	10	11
